TRPV1 agonist: human TRPV1 agonism; Q8NER1; TRPV1-expressing cells, Fluo-8 calcium influx, agonist mode; activation, % at 8.33 µM; actives 0.19% (n = 320,000); in the data active = activation above about 80%; inconclusive = between about 30% and that limit; also: 0% is about no effect
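Fluo-8 calcium influx in TRPV1-expressing cells, kinetic read (ex 480/em 520 nm). Compound added and read 3 min for agonist activity, followed by capsaicin at EC20 final and 2 min further read for enhancement.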
MBNL1-CUG inh: blocks human MBNL1 binding to CUG repeat RNA; actives 0.036% (n = 280,000); TR-FRET MBNL1-His/biotin-(CUG)12 binding, 665/545 ratio; AID 2675; Q9NR56; Potency, µM (top dose mostly 57.5 µM), without a hit: at the highest dose activity change, negative = inhibition, hits mostly inhibitors; active = well fitted inhibition curve with a large enough effect in the signal ratio, with a control signal flat, not every such curve was filed as active; inconclusive = small, poorly fitted or top-dose-only effect, or effect the other way, or a change in a side signal; inactive = no such curve, though single readings can be large or run the other way; the % refers to the signal ratio; also: potency is read from the fitted curve at half-maximal effect; % is scaled to controls: 0 for no effect and ±100 for the full control effect
Target sequence (Q9NR56 whole entry, looked up): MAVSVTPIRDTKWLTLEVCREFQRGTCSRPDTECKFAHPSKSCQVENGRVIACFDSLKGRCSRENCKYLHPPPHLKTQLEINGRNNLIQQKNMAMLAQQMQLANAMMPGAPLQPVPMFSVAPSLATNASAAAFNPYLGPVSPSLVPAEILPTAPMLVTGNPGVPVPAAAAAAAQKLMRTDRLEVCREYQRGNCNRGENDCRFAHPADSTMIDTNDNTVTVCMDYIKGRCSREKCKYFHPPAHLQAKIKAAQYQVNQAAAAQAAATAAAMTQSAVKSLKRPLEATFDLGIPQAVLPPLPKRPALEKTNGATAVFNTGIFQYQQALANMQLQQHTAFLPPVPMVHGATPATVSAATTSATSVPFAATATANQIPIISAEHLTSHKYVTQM
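His-tagged MBNL1 binding to biotinylated (CUG)12 RNA was measured by TR-FRET using terbium anti-His antibody (0.055 ng/ul final) and streptavidin-XL665 (5 nM final). Compounds were titrated 92 nM to 58 uM; 60 min at room temperature.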
ASM inhibitor: blocks human secretory acid sphingomyelinase. P17405. placental ASM, HMU-PC fluorogenic substrate, 60 min. Potency, µM (doses to about 57.5 µM), without a hit: at the top dose activity change, negative = inhibition, most hits filed as inhibitors. actives 0.006% (n = 340,000). AID 504937; also: potency is read from the fitted curve at half-maximal effect
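qHTS format. ASM enzyme prepared from human placenta hydrolyses the fluorogenic substrate HMU-PC0 (9 uM final) over 60 min at 37 °C after a 10 min compound preincubation.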
KCNH2 3.1 inh: inhibitors of human KCNH2 3.1 potassium channel isoform. AID 720553. activity change, % (tested at about 1.8 µM). U2OS KCNH2 3.1, thallium flux FluxOr; hits give low values. actives 0.95% (n = 340,000);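 active = maximum activity change below -70%; inconclusive = maximum activity change from -70% to -50%; inactive = maximum activity change above -50%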;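 also: thallium influx rate constant from kinetic fluorescence after stimulation buffer; % is scaled to controls: 0 for no effect and ±100 for the full control effect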
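Thallium flux via FluxOr fluorescence (Red40 quencher, 45 min loading) in U2OS cells virally expressing the KCNH2 3.1 isoform (1.77 x 10^8 /mL virus, overnight at 37 C). Rate constants from 2-min kinetic reads post-stimulation, normalised to positive and negative controls.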
a7 integrin act: activators of alpha7 integrin expression for muscular dystrophy; alpha7betagal myoblasts, beta-gal FDG fluorescence, 48 h; Potency, µM (highest dose often 38.3 µM), inactives show at the top dose activation, actives largely listed as activators; actives 0.064% (n = 350,000);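 also: potency is read from the fitted curve at half-maximal effect; 100% = response of the positive control SU9516; nearly all actives have a fitted effect of over 60% in size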
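Alpha7betagal+/- myoblasts (passage 13) were plated 16-24 hr, then exposed to compounds (1:260 dilution of DMSO stock) for 48 hours at 37C. After MPER lysis, β-galactosidase reporter activity was read as FDG fluorescence (ex 480/em 540) after 30 minutes.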
A-T KAP1 phos: candidate therapy for ataxia-telangiectasia; […] A-T fibroblasts, KAP-1 phosphorylation AlphaLISA; neocarzinostatin DNA damage 30 min before lysis; Potency, µM (highest dose often 57.5 µM), for inactives: top-dose activation, actives largely listed as activators; actives 0.19% (n = 320,000); AID 485349; also: potency is read from the fitted curve at half-maximal effect; % of control where 0% means no effect; nearly all actives have a fitted effect of over 45% in size
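ATM-like activity read as KAP-1 phosphorylation via AlphaLISA donor/acceptor antibody pairs after lysis and 6 hr at 25C. Cells were ATM-null patient fibroblasts ([…], hTERT), dosed 60 min, then exposed to the DSB inducer NCS for 30 min.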
FBPA coupling cs: counter-screen for Giardia aldolase inhibitors: coupling enzyme system; AID 2472; coupling enzyme system counterscreen, AmpLite Red fluorescence; activity change, negative = inhibition, % at 58.2 µM, hits read low; actives 0.67% (n = 290,000); in the data active = activity change below about -30%; also: % is scaled to controls: 0 for no effect and ±100 for the full control effect
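Activity here indicates interference with the coupling reaction, not aldolase inhibition. Compounds at 57.5 uM final met coupling enzymes for 10 min at RT; substrate and AmpLite Red detection followed, with a 525/598 nm fluorescence read after 20 min.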
KCNH2 WT inh: inhibitors of human wildtype KCNH2 potassium channel. Q12809. U2OS, BacMam KCNH2, thallium flux FluxOr; hits give low values. activity change, % at 1.84 µM. actives 0.37% (n = 340,000). AID 720551;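 active = maximum activity change below -70%; inconclusive = maximum activity change between -70% and -50%; inactive = maximum activity change above -50%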; also: % is scaled to controls: 0 for no effect and ±100 for the full control effect
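U2OS cells transduced with wild-type KCNH2 virus are loaded with FluxOr dye for 45 min, and thallium flux is measured in kinetic reads before and after stimulation buffer. Rate constants are normalized to DMSO controls.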
GALK inh: galactokinase (human) inhibition | Purified GALK, Kinase-Glo residual ATP luminescence | Potency, µM (series often up to 57.5 µM), without a hit: at the highest dose activity change, negative = inhibition, actives largely listed as inhibitors | P51570 | AID 1868 | actives 0.007% (n = 270,000); also: potency is read from the fitted curve at half-maximal effect; % is scaled to controls: 0 for no effect and ±100 for the full control effect
Target sequence (P51570 whole entry, looked up): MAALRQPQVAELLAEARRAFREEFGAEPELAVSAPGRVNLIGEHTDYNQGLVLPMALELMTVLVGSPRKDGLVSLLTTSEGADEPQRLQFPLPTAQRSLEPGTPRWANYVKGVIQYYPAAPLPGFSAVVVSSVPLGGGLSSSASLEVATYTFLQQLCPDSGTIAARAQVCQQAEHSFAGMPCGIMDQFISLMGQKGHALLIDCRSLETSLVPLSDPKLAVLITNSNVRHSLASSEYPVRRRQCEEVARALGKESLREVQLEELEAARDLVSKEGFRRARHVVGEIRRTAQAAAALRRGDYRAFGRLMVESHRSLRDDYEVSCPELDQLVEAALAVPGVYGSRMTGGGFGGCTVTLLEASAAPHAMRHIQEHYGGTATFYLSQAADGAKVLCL
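The enzyme phosphorylates galactose (100 uM) using ATP (35 uM); inhibition is detected as higher residual ATP, quantified by bioluminescence after 1 h reaction at room temperature, pH 8.0.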
CXXC DNA block: blocks binding of human MLL CXXC domain to DNA; Potency, µM (top dose mostly 115 µM), without a hit: top-dose activity change, negative = inhibition, most hits filed as inhibitors; MLL-CXXC / FITC-HOXA9 DNA fluorescence polarization; Q03164; actives 0.037% (n = 290,000); active = well fitted inhibition curve with a large enough effect in the polarisation, with a control signal flat, not every such curve was filed as active; inconclusive = small, poorly fitted or top-dose-only effect, or effect the other way, or a change in a side signal; inactive = no such curve, though single readings can be large or run the other way; the % refers to the polarisation; also: potency is read from the fitted curve at half-maximal effect
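Purified MLL-CXXC (added from a 7 uM solution) was preincubated 5 min at ambient with pinned compounds in 50 mM Tris-HCl pH 7.5, 50 mM NaCl, 1 mM DTT, 0.05% BSA. Fluorescein-labeled HOX-A9 DNA (50 nM solution) followed, 30 min, then polarization read.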
* hit, by the source's call; i = inactive; ? = inconclusive; nt = no result given; [ ] = dose if it differs, or a comment. Unless noted, calls follow the shape of the dose curve; as a rule, active = well fitted curve in the direction sought with a large enough effect; inconclusive = small, poorly fitted or top-dose-only effect, or another doubt; inactive = no such curve, though single readings can be large; an effect the other way counts as inactive or inconclusive.

SMILES	TRPV1 agonist	MBNL1-CUG inh	ASM inhibitor	KCNH2 3.1 inh	a7 integrin act	A-T KAP1 phos	FBPA coupling cs	KCNH2 WT inh	GALK inh	CXXC DNA block
C=C[C@@H]1c2cc(C)ccc2N(S(=O)(=O)c2ccc(C)cc2)[C@H](c2ccccc2)C1(C#N)C#N	-2	nt	0%	-4	11%	29%	nt	8	nt	nt
O=C(c1cc(COc2c(F)cccc2F)on1)N1CCc2ccccc2C1	?	0%	1%	-1	-9%	10%	-3	9	-4%	4%
COc1ccc(NC(=O)Nc2ccccc2C(N)=O)cc1	9	3%	1%	2	-10%	-2%	-3	nt	19%	-5%
CCCCNC(=O)N(O)C1N(/N=C/c2ccco2)C(=S)SC1(C)C (configuration not stated)	1	nt	1%	-9	0%	5%	nt	-8	nt	nt
Cc1cc(OC(C)C(=O)NCc2ccncc2)c2c(C)c(C)c(=O)oc2c1 (configuration not stated)	1	10%	-1%	-8	18%	8%	0	-15	2%	0%
CCc1nc(N2CCCC2C(=O)O)c2oc3ccccc3c2n1 (configuration not stated)	-2	-7%	2%	-8	-18%	-2%	3	-20	-1%	-5%
CCS(=O)c1ccccc1C(=O)O (configuration not stated)	-3	-7%	5%	4	19%	5%	-1	5	2%	-6%
Nc1ccc(Sc2nnnn2-c2ccccc2)c(Cl)c1	4	-2%	-2%	-8	-33%	10%	2	8	0%	3%
CC(C)CN(C(=O)CCC(=O)OC(C)C(=O)Nc1cccc(C#N)c1)c1c(N)n(CC(C)C)c(=O)[nH]c1=O (configuration not stated)	-4	nt	-5%	-3	-36%	7%	nt	11	nt	nt
CCOC(=O)c1ccc(N/C=C/C(=O)C(C)(C)C)cc1	?	-1%	9%	3	-29%	3%	0	i	-1%	-4%
COc1ccccc1NC(=O)/C(=C\c1cccnc1)NC(=O)c1ccc(C)cc1	-1	8%	1%	-1	-27%	0%	-1	18	-2%	-5%
O=C(O)C1C(c2ccccc2)c2ccccc2C(O)C1CO (configuration not stated)	nt	nt	-5%	3	-6%	nt	nt	15	nt	nt

3 records drawn at random from the list so far, as already listed:
SMILES	TRPV1 agonist	MBNL1-CUG inh	ASM inhibitor	KCNH2 3.1 inh	a7 integrin act	A-T KAP1 phos	FBPA coupling cs	KCNH2 WT inh	GALK inh	CXXC DNA block
COc1ccccc1NC(=O)/C(=C\c1cccnc1)NC(=O)c1ccc(C)cc1	-1	8%	1%	-1	-27%	0%	-1	18	-2%	-5%
CCc1nc(N2CCCC2C(=O)O)c2oc3ccccc3c2n1 (configuration not stated)	-2	-7%	2%	-8	-18%	-2%	3	-20	-1%	-5%
CC(C)CN(C(=O)CCC(=O)OC(C)C(=O)Nc1cccc(C#N)c1)c1c(N)n(CC(C)C)c(=O)[nH]c1=O (configuration not stated)	-4	nt	-5%	-3	-36%	7%	nt	11	nt	nt

(list continues)
SMILES	TRPV1 agonist	MBNL1-CUG inh	ASM inhibitor	KCNH2 3.1 inh	a7 integrin act	A-T KAP1 phos	FBPA coupling cs	KCNH2 WT inh	GALK inh	CXXC DNA block
Cc1n[nH]c(=O)c2c(NC(=O)CSc3nnc(-c4ccncc4)n3C)oc(C)c12	0	?	0%	16	-4%	-1%	nt	-10	-2%	0%
COc1ccc(Cl)cc1NC(=O)CN(C)CC(=O)Nc1c(C)n(C)n(-c2ccccc2)c1=O	0	nt	5%	1	0%	-8%	nt	0	nt	nt
COc1ccccc1C(=O)NCCC(=O)NCc1cccs1	5	nt	-1%	13	3%	9%	nt	-1	nt	nt
FC(F)(F)c1ccccc1CNCc1ccc2c(c1)OCO2	4	-1%	3%	-13	0%	-11%	1	-2	nt	-8%
O=C(c1ccc2c(c1)OCO2)N(Cc1ccco1)C1(C(=O)NC2CCCCC2)CCCCC1	?	5%	2%	-2	7%	nt	7	-3	2%	-6%
CCC(C)N(CCNC(=O)CC1Oc2ccccc2NC1=O)C1CCCCC1 (configuration not stated)	4	-1%	0%	-21	-18%	3%	3	-6	2%	?
O=C(/C=C/c1ccc(F)cc1)c1ccc(N2CCOCC2)cc1	?	256%[activator]	-11%	-7	24%	12%	-3	-3	7%	5%
O/N=C/c1cc2ccccc2n1Cc1ccccc1F	2	2%	5%	28	-19%	0%	-1	4	2%	9%
CC1=CC2=NC(=O)CC(C)(C(=O)N(CC(=O)NC3CCCC3)c3ccccc3F)N2C=C1 (configuration not stated)	0	1%	1%	-4	24%	-6%	2	0	9%	0%
CC1CCCCN1C(=O)c1ccc(COc2ccc([N+](=O)[O-])cc2)o1 (configuration not stated)	16	?	4%	1	13%	-5%	-2	4	2%	2%
CCOc1ccc(NS(=O)(=O)c2ccc(C(=O)NCC(c3ccco3)N(C)C)cc2)cc1 (configuration not stated)	3	nt	5%	9	-9%	-2%	nt	15	nt	nt
CCOC(=O)C1(CC2CC2)CCN(Cc2cn[nH]c2-c2ccccc2)CC1	15	-21%	6%	-4	10%	-2%	4	1	1%	-5%
COc1ccc(OC)c(NC(=O)C23CC4CC(C2)CC(n2cnc(Br)n2)(C4)C3)c1	30	-1%	1%	11	7%	-3%	0	12	-4%	4%
O=C1N=c2ccccc2=C1c1sc(Nc2cccc(O)c2)nc1O	-4	1%	-26%	-8	-37%	-14%	0	1	0%	31%[activator]
O=C(c1cnn2c(C(F)F)cc(-c3ccccc3)nc12)N1CCCCC1c1cccnc1 (configuration not stated)	?	11%	36%	5	13%	-5%	3	3	nt	-2%
Oc1ccccc1N1CCN(c2ncccn2)CC1	2	-5%	3%	-6	2%	13%	0	0	0%	-4%
Cc1cc(=O)[nH]c(N2CCc3ccccc3C2)n1	?	-8%	3%	-1	-20%	-4%	1	-17	1%	5%
O=C(c1ccc2c3n(nc2c1)-c1ccc(Cl)cc1CO3)N1CCOCC1	1	?	2%	2	?	-16%	1	20	10%	-4%
CCn1c2ccccc2c2cc(NC(=O)CSc3nnc(-c4cccc(C)c4)o3)ccc21	-1	18%	-6%	7	-50%[inhibitor]	nt	-5	-2	-1%	-3%
NNC(=O)c1[nH]c2ccc(Br)cc2c1-c1ccccc1	1	nt	-10%	-4	?	-5%	-1	5	-2%	0%
CC1CCCCC1NC(=O)CN(C)S(=O)(=O)c1ccc2c(c1)c(=O)n(C)c(=O)n2C (configuration not stated)	1	-13%	-2%	11	-2%	8%	3	-3	1%	24%
CCCCC1CCCC12NC(=O)NC2=O (configuration not stated)	1	-8%	-1%	8	-5%	-3%	1	4	2%	9%
C/C=N\NC(=O)COc1cc(C)ccc1C	1	6%	2%	-9	42%	-3%	0	-7	-1%	-1%
CCOc1ccc(OCCC(=O)NNC(=O)c2ccncc2)cc1	0	nt	2%	19	-2%	-1%	nt	-2	nt	nt
O=C1Nc2cc(Cl)c(Cl)cc2N(O)N1c1ccc(Cl)c(Cl)c1	-3	-6%	12%	-107*	6%	5%	-5	-19	-9%	-3%
CCOCCn1ccc2c(OCC(=O)Nc3ccc(OC)cc3OC)cccc2c1=O	3	nt	1%	1	-12%	4%	nt	12	nt	nt
O=C(Nc1ccc(N2CCCCC2)cc1)c1ccccc1	?	4%	-1%	1	?	-2%	-3	-2	3%	-6%
Cn1c(SCC(=O)c2ccc(F)cc2)nnc1-c1ccccn1	12	-1%	0%	5	4%	1%	0	-1	2%	1%
C=CCn1c(C)nnc1SCC(=O)NC1CCCCC1	1	0%	3%	2	11%	3%	nt	8	5%	-3%
COc1ccc(C2c3c(-c4ccccc4O)n[nH]c3C(=O)N2Cc2ccco2)cc1OC (configuration not stated)	-1	-4%	-3%	1	-11%	4%	-1	1	-1%	-14%
CC1=NN(C(=O)c2c(Br)c(C)nn2C)C(O)(C(F)(F)F)C1 (configuration not stated)	2	-12%	-2%	17	10%	-4%	5	30	0%	8%
O=[N+]([O-])c1cccc(NC(=S)N2CCCC2)c1	2	?	-4%	7	-30%	7%	nt	-16	-1%	-1%
O=C(NCCN1C(=O)S/C(=C\c2ccc(Cl)c(Cl)c2)C1=O)C1COc2ccccc2O1 (configuration not stated)	20	-7%	-15%	24	-28%	-2%	2	8	-3%	3%
NC(N)=NC(N)=Nc1ccc2ccccc2c1	-2	13%	4%	12	-56%[inhibitor]	-1%	-1	nt	-2%	1%
CC1CCN(C(=O)c2cc(-c3ccccc3O)on2)CC1	nt	-18%	-2%	6	16%	-1%	-1	3	2%	25%
CN(C)S(=O)(=O)Oc1ccsc1C(=O)Nc1ccc(Cl)c(Cl)c1	4	-4%	-12%	-8	-17%	5%	-12	-23	3%	-5%
COc1cc(OC)cc(Oc2ccc(S(=O)(=O)N3CCCCC3)cc2[N+](=O)[O-])c1	3	?	-1%	-9	-20%	-5%	-2	-1	3%	3%
CCCN1C(=O)/C(=C/c2cc(C)n(C)c2C)SC1=Nc1ccc(OCC)cc1	-2	6%	-9%	-12	-19%	8%	1	-5	-3%	0%
